MEP2 TOR yeast = alters MEP2-GFP fluorescence in TOR pathway yeast screen; S. cerevisiae MEP2-GFP strain, flow cytometry GFP, 3 h; 100% = DMSO control level; GFP response vs DMSO, % at 10 µM; hit rate 0.51% among 330,000; AID 2016;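 active means GFP response versus DMSO above a set limit, roughly screen mean plus 3 SD, cut at about 180% in these data; inconclusive means fewer than 70 cells counted for a yeast strain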;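 further: median GFP fluorescence of the barcode-gated MEP2-GFP cells per well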
CIT2-GFP yeast = alters CIT2-GFP fluorescence in TOR pathway yeast screen; hit rate 0.065% among 320,000; S. cerevisiae CIT2-GFP strain, flow cytometry, 3 h; 100 means same as DMSO wells; GFP response vs DMSO, % at 10 µM;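 active means GFP response relative to DMSO above a set limit, near the screen mean plus 3 SD, cut at about 150% in these data; inconclusive means Fewer than 70 cells measured for a yeast strain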;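 further: ratio of well median GFP fluorescence to mean of DMSO wells on the plate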
VLA-4 inh = inhibition in a human VLA-4 binding assay | AID 2557 | hit rate 0.2% among 330,000 | VLA-4 expressing cells, ligand binding flow cytometry | inhibition, % (about 7 µM as worked out from the volumes in the protocol) | P13612; in the data active means inhibition above about 50%
LAP4 TOR yeast = modulators of TOR pathway LAP4-GFP in S. cerevisiae. GFP response vs DMSO, % at 10 µM. hit rate 0.34% among 320,000. S. cerevisiae LAP4-GFP multiplex, flow cytometry GFP, 3 h; median GFP as percent of DMSO wells;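 active means GFP response vs DMSO above a set limit, about the screen mean plus 3 SD, cut at about 150% in these data; inconclusive means under 70 cell events counted for the yeast strain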
GRK2 inh = inhibitors of human GRK2 displacing RNA aptamer; P25098; bead flow cytometry, FAM-aptamer displacement from GRK2; inhibition of aptamer binding, % at 10 µM; hit rate 0.59% among 330,000; AID 488847;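 active means inhibition of aptamer binding above 40%, roughly 3 SD of noise, on plates passing a quality check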;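 further: median bead fluorescence of bound FAM aptamer so fluorescent compounds give negative values; no value below 0 was filed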
Target sequence (P25098 whole entry, looked up): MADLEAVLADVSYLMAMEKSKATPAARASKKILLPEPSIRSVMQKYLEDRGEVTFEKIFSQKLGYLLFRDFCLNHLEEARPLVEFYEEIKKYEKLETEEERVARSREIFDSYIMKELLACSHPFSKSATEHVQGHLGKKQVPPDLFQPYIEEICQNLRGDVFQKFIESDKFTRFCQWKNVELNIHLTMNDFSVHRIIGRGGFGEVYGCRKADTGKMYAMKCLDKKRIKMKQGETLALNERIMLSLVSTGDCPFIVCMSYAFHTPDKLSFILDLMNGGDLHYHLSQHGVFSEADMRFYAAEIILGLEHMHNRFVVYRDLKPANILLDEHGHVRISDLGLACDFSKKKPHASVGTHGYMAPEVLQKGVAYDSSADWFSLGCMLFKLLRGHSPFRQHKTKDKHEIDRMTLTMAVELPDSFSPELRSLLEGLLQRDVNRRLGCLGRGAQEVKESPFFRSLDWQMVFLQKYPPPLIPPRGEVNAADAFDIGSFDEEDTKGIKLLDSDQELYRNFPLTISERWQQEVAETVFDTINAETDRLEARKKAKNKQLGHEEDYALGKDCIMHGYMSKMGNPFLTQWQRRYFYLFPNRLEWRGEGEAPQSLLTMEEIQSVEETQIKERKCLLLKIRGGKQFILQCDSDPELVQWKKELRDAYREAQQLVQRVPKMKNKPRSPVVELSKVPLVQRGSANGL
AGP1-GFP MLPCN = alters AGP1-GFP fluorescence in TOR pathway yeast screen | S. cerevisiae AGP1-GFP multiplex flow cytometry, 3 h; GFP as percent of DMSO wells | GFP response vs DMSO, % at 10 µM | hit rate 0.02% among 320,000 | AID 2066;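 active means GFP response relative to DMSO above a set limit, near screen average plus 3 SD, cut at about 150% in these data; inconclusive means fewer than 70 cells counted for the yeast strain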;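 further: median GFP channel fluorescence of the gated AGP1 strain per well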
Yeast superoxide = yeast age-related superoxide inhibition as caloric restriction mimetic; superoxide response (% of plate mean), % at 10 µM; S. cerevisiae aged cells, superoxide DHE fluorescence; hits give low values; hit rate 0.18% among 330,000;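 active means superoxide response under a set limit, about three screen SD below normal, cut at about 65% in these data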;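 further: yeast aged for seven days with compound at 30 °C before DHE staining; 100% = average MFI of all compound-treated wells on the plate with controls excluded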
RPL19A-GFP yeast = modulators of TOR pathway RPL19A-GFP in S. cerevisiae. S. cerevisiae RPL19A-GFP strain, flow cytometry, 3 h; hits give low values. AID 2025. percent response vs DMSO, % at 10 µM. hit rate 0.3% among 330,000;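 active means percent response vs DMSO below 50%; inconclusive means fewer than 70 events counted for the yeast strain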;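 further: median channel GFP fluorescence of the barcoded RPL19A-GFP strain; ratio of sample median GFP to plate DMSO average so 100% = DMSO; lower means less RPL19A-GFP as with rapamycin TOR inhibition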
Starred values were filed as active, the others as inactive; ? = inconclusive; [ ] = remark or other dose. No enrichment for hits. About 1.7% of those tested had a hit in this group.

SMILES	MEP2 TOR yeast	CIT2-GFP yeast	VLA-4 inh	LAP4 TOR yeast	GRK2 inh	AGP1-GFP MLPCN	Yeast superoxide	RPL19A-GFP yeast
COC(=O)c1ccc(Cl)c(NC(=O)CN(c2ccc(OC)cc2)S(=O)(=O)c2ccccc2)c1	96	98	7	102	2	112	85	101
CCNc1nc(Oc2ccc(C#N)cc2)cc(C(F)(F)F)n1	106	106	8	102	2	106	90	100
COc1ccc(C)cc1NC(=O)c1ccc2c(c1)OCO2	100	103	9	102	0	96	92	99
COC(=O)c1ccccc1NC(=O)Nc1nnc(N2CCC(C)CC2)s1	99	94	7	99	0	100	98	102
COc1ccc2c(c1)C(SCC(=O)NCCc1ccc(Cl)cc1)CC(C)(C)O2 (stereo unspecified)	106	98	-3	107	0	108	99	99
Cc1ccc(S(=O)(=O)n2cnc(C)c2)cc1	103	103	9	106	0	101	88	100
COCCCNC(=O)Cc1c(C)c2cc3c(cc2oc1=O)OC(C)(C)CC3	107	109	3	94	3	99	112	103
O=C(O)CCCn1cc(NC(=O)c2ccco2)cn1	100	90	10	105	2	106	103	99
Cc1nn(CC(=O)NC(=O)NC2CCCC(C)C2C)c(=O)c(C#N)c1C (stereo unspecified)	104	104	13	98	2	104	103	98
CC(C)Oc1ccc(/C=C(/NC(=O)c2ccccc2)C(=O)NC(Cc2ccccc2)C(=O)O)cc1 (stereo unspecified)	106	103	2	101	1	100	114	102
Cc1ccccc1NC(=O)COc1ccc(Br)cc1C	109	96	11	101	0	96	120	100
CCCc1cc(C(=O)Nc2ccc(C(=O)c3ccccc3)cc2)n(C)n1	98	96	8	107	0	98	112	111
CC1Cc2ccccc2N1C(=O)CSc1nncs1 (stereo unspecified)	103	104	-3	107	75*	103	101	104
CCCCCOc1ccc(C(=O)C(c2ccccc2)N2CCOCC2)cc1 (stereo unspecified)	97	96	-4	100	0	100	98	95
Cc1cccc(CN2CCN(CC(=O)NCCCN3CCCC3=O)C2=O)c1	101	92	10	98	1	104	105	98
CC1CCc2c(sc(NC(=O)CCCn3cnc([N+](=O)[O-])n3)c2C(N)=O)C1 (stereo unspecified)	97	100	6	111	1	102	109	105
CCN(CC)c1ccc(CNc2ccc3c(c2)ncn3C(C)(C)C)cc1	89	101	54*	91	0	98	99	97
c1cncc(-c2nnc(SCc3cccc4ccccc34)o2)c1	93	85	39	117	0	90	103	99
CC1CCc2cc(F)ccc2N1C(=O)CCC(=O)O (stereo unspecified)	96	103	6	94	3	95	99	98
COc1ccc(CNC(=O)COC(=O)C(CCSC)N2C(=O)c3ccccc3C2=O)cc1 (stereo unspecified)	106	109	0	99	0	105	102	98
C/C(CC(=O)Nc1ccc(Cl)cc1Cl)=N\NC(=O)c1ccco1	98	108	12	107	1	104	112	108
CC(=O)C1=C(c2ccccc2)OC(N)=C(C#N)C1c1ccc(O)cc1 (stereo unspecified)	100	99	0	93	0	98	85	103
O=C1CC(c2ccc(S(=O)(=O)N3CCCCC3)cc2)CN1 (stereo unspecified)	111	108	7	102	5	119	85	108
CCCCCCC1CC(C)(/C(C)=N/NC(N)=O)OC1=O (stereo unspecified)	105	105	-3	100	0	104	94	101
CCOC(=O)c1ccc(NC(=O)CSc2nnc(COc3ccccc3)n2C)cc1	105	100	6	104	1	102	97	99
CCOc1ccc(C(=O)C(C)OC(=O)CN2C(=O)NC(C)(C)C2=O)cc1 (stereo unspecified)	101	101	9	113	1	113	105	102
O=C(Nc1nnc(S(=O)(=O)N2CCOCC2)s1)c1ccccc1Cl	98	102	-19	109	0	100	114	102
COc1ccc(-n2nc(C(=O)Nc3ccc4c(c3)OCO4)c3c4ccccc4n(C)c3c2=O)cc1	100	102	14	101	1	103	117	99
CC(C)c1nnc(NC(=O)c2cc3ccccc3o2)s1	98	98	-1	86	0	88	101	98
O=C(C(=O)N1CCN(c2ccccc2)CC1)c1cn(CC(=O)N2CCCCCC2)c2ccccc12	112	110	-40	124	23	117	88	107
CC(=O)c1ccc(Oc2cc(C)nc(N3CCOCC3)n2)cc1	101	97	10	105	1	101	95	99
CCC1(CC)NC(=O)N(CC(=O)OC(C)C(=O)Nc2cc([N+](=O)[O-])ccc2OC)C1=O (stereo unspecified)	114	100	15	112	0	109	99	107
Cc1ccc(CNC(=O)C(=O)NCC2OCCN2S(=O)(=O)c2ccc(Br)cc2)cc1 (stereo unspecified)	101	93	-6	110	0	103	113	89
Cn1c(-c2ccc3c(c2)OCO3)cnc1NCc1ccccc1	96	103	5	88	0	102	98	101
CCc1nc(NCCO)c(C#N)c2c1CSC(C)(C)C2	101	82	-6	105	0	101	98	106
Cc1cc(N/N=C/c2ccc(N(C)C)cc2)nc(NCc2ccccc2)n1	95	86	4	109	1	99	94	94
COc1ccc(S(=O)(=O)N2CCCCC2)cc1NC(=O)Cn1c(=O)cnc2ccccc21	101	102	-4	94	0	101	114	109
O=C(CSc1ccccn1)NC1CCCC1	106	106	3	103	2	106	100	100
CN(C)C(=O)c1ccc(NC(=O)COC(=O)C2CCN(S(=O)(=O)c3ccc4c(c3)OCCO4)CC2)cc1	95	96	2	106	2	107	107	96
Cn1c(C(O)C(O)c2ccccc2)nc2ccccc21 (stereo unspecified)	100	103	8	95	0	102	126	106
CCOC(=O)c1[nH]c(C)c(CN(CCc2ccc(OC)c(OC)c2)C(=O)CCCC(=O)O)c1C	110	103	-4	98	2	104	109	103
O=C(Nc1ccccc1)/C(=C/c1cccnc1)NC(=O)c1ccccc1	92	106	2	88	0	94	95	96
COc1cccc(/C=N/Nc2ncccc2[N+](=O)[O-])c1OC	87	105	2	102	1	111	107	97
CCOC(=O)N1CCC(=NNc2ccnc3cc(Cl)ccc23)CC1	104	105	-4	91	0	101	103	106
O=C(NC1CCCCC1)C(=O)N(Cc1cccnc1)C(C(=O)NCc1ccco1)c1ccccc1 (stereo unspecified)	96	94	1	103	1	98	102	104
CCCCNC(=O)CN1CCN(Cc2ccc3cc(OC)ccc3c2)CC1	97	111	-1	101	14	104	92	99
CCOC(=O)c1sc2nc(C)n(N)c(=O)c2c1C	100	104	6	112	0	101	112	98
COC(=O)c1ccc(CN2CCCC(CCC(=O)NCc3ccc(C)o3)C2)cc1 (stereo unspecified)	101	107	4	100	0	105	102	96
O=C(NCC(=O)N(c1cccc(F)c1)C(C(=O)NC1CCCC1)c1ccncc1)c1ccco1 (stereo unspecified)	121	109	-7	91	4	94	87	98
CCC1C(=O)N=C(SCC(=O)Nc2ccc(S(N)(=O)=O)cc2)NC1=O (stereo unspecified)	123	114	-2	111	3	103	102	103
Cc1ccc(C)c(C(=O)c2c(C)nc3sccn23)c1	116	112	-12	96	3	112	102	106
CC(C)(C)NC(=O)c1ccc2c(c1)N(CC(=O)N1CCCCC1)C(=O)C(C)(C)O2	90	95	3	95	0	95	113	99
COc1ccc(-c2ccnc3[nH]n(-c4ccccc4)c(=O)c23)cc1	107	106	0	94	0	100	105	103
Cn1cnc2cc(NCc3ccc(Cl)cc3)ccc21	107	104	2	90	0	100	101	102
COc1cc(CNC(C)C23CC4CC(CC(C4)C2)C3)ccc1OCC(=O)NC(C)(C)C (stereo unspecified)	90	99	-2	105	0	102	88	98
N#Cc1c(NC(=O)c2cc(-n3cnnc3)ccc2Cl)sc2c1CCCC2	136	97	1	113	1	107	103	94
COCCn1c(=S)[nH]c2cc(C(=O)NCCCN3CCOCC3)ccc2c1=O	96	108	-8	105	0	105	105	102
CCCc1cc(=O)[nH]c(SCC(=O)NN(c2ccccc2)c2ccccc2)n1	91	100	11	99	9	99	93	97
COC(=O)CCC(=O)NNC(=O)C1CC1(c1ccccc1)c1ccccc1 (stereo unspecified)	96	102	2	102	0	104	85	101
CC(C)=CCCC(C)CN1CCC(n2nccc2NC(=O)c2ccccc2)CC1 (stereo unspecified)	90	96	-7	102	0	105	94	96
Other records follow.
SMILES	MEP2 TOR yeast	CIT2-GFP yeast	VLA-4 inh	LAP4 TOR yeast	GRK2 inh	AGP1-GFP MLPCN	Yeast superoxide	RPL19A-GFP yeast
COc1ccc(-n2ncc3c2CC(C)(C)CC3NC(=O)c2oc(C)cc2C)cc1 (stereo unspecified)	103	99	-6	112	2	103	124	100
COc1ccc(OC)c(C(=O)Cn2nnc(-c3ccc(N4CCOCC4)cc3)n2)c1	101	102	-3	112	0	105	95	101
COc1ccc(-c2nn(-c3ccccc3)cc2C(=O)O)cc1OC	102	96	1	103	2	102	104	98
O=C(CCCOc1ccccc1)N1CCN(c2ccccn2)CC1	91	89	7	83	0	86	91	89
COc1ccc(NC(=O)CCNC(=O)Cn2ccc3ccccc3c2=O)cc1OC	97	98	-4	94	2	96	90	93
CCC(c1nnnn1CCOC)N1CCN(c2nc3ccccc3s2)CC1 (stereo unspecified)	110	114	23	113	5	119	96	114
O=C(N=Nc1c(O)[nH]c2ccccc12)c1cccc(S(=O)(=O)Nc2ccccc2Cl)c1	112	104	32	107	0	106	97	103
Cc1cc(C)n(/N=C/c2cccs2)c(=O)c1C#N	107	109	2	91	4	101	93	107
O=C(NCCCN1CCCC1=O)c1ccc(S(=O)(=O)Nc2ccccc2F)cc1	88	91	12	109	5	108	98	99
COC(=O)C1=C(C)Nc2nnnn2C1c1ccco1 (stereo unspecified)	95	99	-11	94	0	99	106	95
CCOC(=O)c1cc(OC(=O)c2ccccc2Br)n(-c2ccccc2)n1	106	98	11	104	0	99	97	97
C=CCn1c(SCc2ccccc2)nc2c1c(=O)[nH]c(=O)n2C	108	115	-5	108	5	107	102	104
c1ccc(NNC2=NCCCCC2)cc1	79[may fluoresce red]	83[may fluoresce red]	5	68[may fluoresce red]	2	73[may fluoresce red]	81	?
Cc1ccc(S(=O)(=O)N2[C@@H](c3ccc(F)cc3)C(C(=O)O)=CC[C@H]2c2cccc(Cl)c2)cc1	85	71	-10	104	0	81	89	97
COc1ccc2[nH]c(C(=O)N/N=C/c3ccc(O)cc3O)cc2c1	106	95	5	94	0	94	95	102
CCOC(=O)N1CCC(NS(=O)(=O)c2ccc3c(c2)C(C)(C)C(=O)N3C)CC1	101	99	16	101	13	99	106	98
CCCCCNC(=O)Cc1ccc(OC)cc1	108	102	3	99	0	111	110	100
COC(=O)c1ccccc1NC(=O)C1CCN(S(C)(=O)=O)CC1	99	96	-5	94	0	93	109	98
CCOC(=O)C1(Cc2cccc(F)c2)CCN(CC(O)CO)CC1 (stereo unspecified)	90	90	1	101	78*	102	90	95
Cc1ccccc1/C=C/C1=NCCN1	90	73	-1	100	0	78	102	99
O=C(COC(=O)C1CC(=O)N(c2ccc3c(c2)OCCO3)C1)Nc1ccc2c(c1)CCC2 (stereo unspecified)	100	89	4	109	2	99	116	106

In the list so far, 3 have bromine:
SMILES	MEP2 TOR yeast	CIT2-GFP yeast	VLA-4 inh	LAP4 TOR yeast	GRK2 inh	AGP1-GFP MLPCN	Yeast superoxide	RPL19A-GFP yeast
Cc1ccccc1NC(=O)COc1ccc(Br)cc1C	109	96	11	101	0	96	120	100
Cc1ccc(CNC(=O)C(=O)NCC2OCCN2S(=O)(=O)c2ccc(Br)cc2)cc1 (stereo unspecified)	101	93	-6	110	0	103	113	89
CCOC(=O)c1cc(OC(=O)c2ccccc2Br)n(-c2ccccc2)n1	106	98	11	104	0	99	97	97

Screens as filed in PubChem.
